# Screens (PubChem)
# TRPC6 inhibitor: inhibitors of mouse TRPC6 channel; B-score at 10 µM; 310,000 tested, 1.1% active; HEK293-TRPC6, membrane potential dye, ACh-evoked depolarization; active compounds read low; AID 2553;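 active = B-score under library mean minus 3 SD, initial fluorescence not abnormally high, positive integrated signal ratio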;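 also: B-score derived from integrated fluorescence ratio over the kinetic read; more negative B-score means stronger inhibition of depolarization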
# AI-2 QS mod: modulates the Vibrio harveyi AI-2 quorum sensing system. AID 2094. 300,000 tested, 0.4% active. activity change, % at 7.5 µM. Vibrio harveyi JMH597 AI-2 luminescence/OD600 ratio, 9 h; active compounds read low; strain lacks LuxN and CqsS sensors; 0 = neutral-control median; in the data active = activity change below about -75%, passing the limit was not always enough;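 also: luminescence divided by OD600 gain over 9 h not by final OD600 alone; inactives centre near 13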
# TRPC4 act: TRPC4 (mouse) channel activation | Q9QUQ5 | HEK293 TRPC4beta/mu-opioid, Fluo4 calcium fluorescence; active compounds read high | B-score at 10 µM | 310,000 tested, 0.49% active | AID 2237;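 active = B-score above 5 SD of library B-scores, and initial fluorescence ratio not above library mean plus 5 SD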;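 also: positive B-score marks a calcium rise read as TRPC4 activation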
#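 System: HEK293 cells stably co-expressing mouse TRPC4beta and mu-opioid receptor; Schedule: Fluo4 dye loading 45 min at room temperature, 110 s recording; Detection: Fluo4 fluorescence, kinetic; Evaluation: B-scored integrated calcium fluorescence ratio; Controls: buffer (low) and maximal DAMGO (high).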
# HIF activator: HIF pathway transcriptional activation; U2OS HRE-luciferase reporter, luminescence; normalized: DMSO 0%, desferrioxamine 100%; activation, % at 7.5 µM (by protocol); 300,000 tested, 0.32% active;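 active = mean activation of at least 10% of the iron chelator positive control signal, with at least half of replicates also reaching 10%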
# TRPC4 PAM: TRPC4 (mouse) allosteric potentiation; Q9QUQ5; HEK293 TRPC4beta/mu-opioid, DAMGO EC20, Fluo-4 Ca2+ flux; active compounds read high; B-score at 10 µM; 310,000 tested, 0.42% active;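 active = B-score of calcium response area above 5 SD of library B-scores, with initial fluorescence ratio within 5 SD of library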;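 also: B-score of integrated fluorescence ratio over time as area under calcium response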
# TRPC6 act: activates the mouse TRPC6 cation channel; HEK293-TRPC6 membrane potential dye fluorescence; active compounds read high; B-score at 10 µM; Q61143; 310,000 tested, 0.13% active;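 active = B-score of the integrated fluorescence ratio above library mean plus 3 SD, and starting fluorescence ratio within library mean plus 5 SD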;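 also: higher score means more depolarization so channel activation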
# MrgX1 allo act: allosterically activates human MrgX1 receptor signaling; Q96LB2; MrgX1-HEK293, Fluo-4 calcium flux, FDSS; active compounds read high; B-score at 10 µM; 310,000 tested, 0.63% active; AID 588675;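 active = plate-corrected calcium response at least 3 library SD above typical, normal starting fluorescence, not activating the receptor alone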;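 also: compound read alongside a low EC10 to EC30 dose of BAM8-22 agonist; peak minus trough fluorescence over baseline measured at the second addition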
# Target sequence (Q96LB2 whole entry, looked up): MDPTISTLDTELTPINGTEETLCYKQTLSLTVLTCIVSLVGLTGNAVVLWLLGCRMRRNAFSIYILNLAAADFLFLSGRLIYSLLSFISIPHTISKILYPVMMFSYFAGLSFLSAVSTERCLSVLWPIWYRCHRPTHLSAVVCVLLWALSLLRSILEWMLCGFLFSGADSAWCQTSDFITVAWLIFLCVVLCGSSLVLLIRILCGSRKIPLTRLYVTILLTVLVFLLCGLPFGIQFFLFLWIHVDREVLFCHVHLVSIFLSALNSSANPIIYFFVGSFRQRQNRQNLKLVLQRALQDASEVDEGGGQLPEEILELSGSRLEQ
# TRPC4 inh: blocks the mouse TRPC4 cation channel; 300,000 tested, 0.39% active; B-score at 10 µM; AID 2247; HEK293 TRPC4beta/mu-opioid, DAMGO-evoked Fluo4 calcium flux; active compounds read low; Q9QUQ5;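 active = B-score over 3 SD under the library average, no early fluorescence shift, positive overall ratio signal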
#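 Material: HEK293 cells with stable TRPC4beta plus mu-opioid receptor expression / Probe or stimulus: DAMGO in two steps, submaximal then maximal / Compound: single concentration per test compound / Technique: kinetic Fluo4 fluorescence imaging of calcium influx / Read-out: per-well B score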
# MrgX1 ag: activates human MrgX1 receptor signaling | 310,000 tested, 0.44% active | MrgX1-HEK293 cells, Fluo-4 calcium fluorescence, agonist mode; active compounds read high | AID 588627 | B-score at 10 µM;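 active = calcium response B-score plate-corrected fluorescence ratio at least 3 library SD, with starting fluorescence B-score inside 5 SD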
#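 System – MrgX1-expressing HEK293 cells · Incubation – cells plated overnight, dye loaded 0.5 h 37 °C, 0.5 h room temperature · Technique – kinetic Fluo-4 NW fluorescence of intracellular calcium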
# MrgX1 antagonist: blocks BAM8-22 activation of human MrgX1 receptor | Q96LB2 | MRGX1-HEK293 calcium flux, Fluo-4, BAM8-22 antagonism; active compounds read low | B-score at 10 µM | 310,000 tested, 1.3% active;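 active = calcium-response B-score plate-corrected more than 3 library SD below zero, starting fluorescence within 5 deviations, no agonist response on first addition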;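 also: peak minus trough fluorescence over baseline after final BAM8-22 challenge near maximal dose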
# PolyA inh: blocks polyadenylation in yeast reporter cells | S. cerevisiae SKY197-pL101 polyadenylation reporter, beta-gal luminescence; efflux-impaired pdr1/pdr3 knockout yeast; score 100 = 6 SD above DMSO | calls only at 12 µM | 300,000 tested, 0.02% active | AID 1875;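 active = lowest replicate activity score at least 50, where 100 means six control SD above control mean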;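 also: yeast exposed to compound for 9 h at 30 °C; higher score means more reporter readthrough which indicates perturbed polyadenylation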
# An asterisk follows results filed as active; i = inactive; . = not tested or not shown.
no.	structure	TRPC6 inhibitor	AI-2 QS mod	TRPC4 act	HIF activator	TRPC4 PAM	TRPC6 act	MrgX1 allo act	TRPC4 inh	MrgX1 ag	MrgX1 antagonist	PolyA inh
1	O=C1Cc2cc(S(=O)(=O)N3CCN(c4ccccc4)CC3)ccc2N1	i	9.0	i	0.1	i	i	i	i	i	i	i
2	COc1cc(CNC(C)C)c(Br)cc1OC1CCCC1	i	11.6	i	-0.1	i	i	i	i	i	i	i
3	Cc1noc(C)c1COc1cccc(C(=O)N2CCc3ccccc32)c1	i	1.0	i	-0.4	i	i	i	i	i	i	i
4	CCOc1ccc(C(=O)Nc2ccc(S(=O)(=O)Nc3cc(C)on3)cc2)cc1	i	14.8	i	-0.3	i	i	i	i	i	i	i
5	COC(=O)c1ccc(/C=C(/NC(=O)c2ccccc2)C(=O)N2CCOCC2)cc1	i	15.5	i	-0.7	i	i	i	i	i	i	i
6	O=C(c1cccc(Cl)c1)N1CCC(=O)N(C(COCc2ccccc2)Cc2ccccc2)CC1 (stereo unspecified)	i	17.0	i	0.5	i	i	i	i	i	i	i
7	Cc1ccc(NC(=O)C(=O)NCCCN2CCCC2=O)cc1	i	-6.0	i	1.2	i	i	i	i	i	i	i
8	CCOc1ccc(N2C(=O)CC(N3CCC(O)(c4ccc(Br)cc4)CC3)C2=O)cc1 (stereo unspecified)	i	4.6	i	-0.2	i	i	i	i	i	i	i
9	O=c1[nH]c(SCc2ccc(F)cc2Cl)nc2ccccc12	i	24.4	i	0.7	i	i	i	i	i	i	i
10	Cc1ccc(NC(=O)CSc2nc(=O)n3cc(C)ccc3n2)c(C)c1	i	32.3	i	-0.1	i	i	i	i	i	i	i
11	Cc1ccc(C(=O)C(C(=O)/C=C/c2ccccc2)=C2SCCCS2)cc1	i	23.0	i	2.7	i	i	i	i	i	i	i
12	CC1(C)Cc2c(c(-c3ccco3)nc3sc4c(NCCN5CCOCC5)ncnc4c23)CO1	i	13.0	i	-0.7	i	i	i	i	i	i	i
13	CCCCCCSc1cc(-c2nc3cnccn3c2NCc2ccccc2)ccc1OC	i	45.6	i	0.4	i	i	i	i	i	i	i
14	Cc1ccc(NC(=O)COC(=O)[C@@H]2CCCN2C(=O)c2cccs2)cc1S(=O)(=O)N(C)C	i	4.5	i	-0.2	i	i	i	i	i	i	i
15	COc1cc(Cl)c(C)cc1NC(=O)CSc1ccc(C)cc1	i	6.7	i	0.2	i	i	i	i	i	i	i
16	CNC(=O)/C(C#N)=C/c1c(F)cccc1Cl	i	12.5	i	1.1	i	i	i	i	i	i	i
17	O=C(NCCN1CCCCC1)c1c(O)c2ccccc2[nH]c1=O	i	19.8	i	1.6	i	i	i	i	i	i	i
18	CC1(OC(=O)c2ccc(Cl)nc2)C(=O)C=C2C=C(c3ccsc3)OC=C2C1=O (stereo unspecified)	i	31.0	i	0.2	i	i	i	i	i	i	i
19	C[C@H]1C(=O)N(C)CCN1C(=O)c1cccc(OC2CCN(CC(C)(C)C)CC2)c1	i	10.4	i	0.2	i	i	i	i	i	i	i
20	N#C/C(=C/c1ccc(-c2cc(C(=O)O)cc(C(=O)O)c2)o1)c1nc2ccccc2s1	i	27.0	i	0.4	i	i	i	i	27*	i	i
21	CC(NC(=O)c1ccccc1)C(=O)NC1=NCCS1 (stereo unspecified)	i	19.2	i	-0.4	i	i	i	i	i	i	i
22	Oc1ccc(Nc2nnc(-c3ccc(O)cc3)c3ccccc23)cc1	i	25.4	i	-0.7	i	i	i	i	i	i	i
23	CC1CCCN(CCCNC(=O)CN2C(=O)CSc3ccc(S(=O)(=O)N4CCOCC4)cc32)C1 (stereo unspecified)	i	14.0	i	0.1	i	i	i	i	i	i	i
24	COc1ccc(NC(=O)N2CCc3ccccc3C2)c(OC)c1	i	17.4	i	1.2	i	i	i	i	i	i	i
25	COC(=O)CCCC(=O)N1CCCC(C(=O)c2ccccc2SC)C1 (stereo unspecified)	i	21.5	i	-0.1	i	i	i	i	i	i	i
26	O=C(Nc1ccc2c(c1)OCO2)c1cccc2c1C(=O)N(C1CCCCC1)C2	i	31.7	i	-0.3	i	i	i	i	i	i	i
27	COCCN(Cc1cc2cc3c(cc2nc1Cl)OCO3)C(=O)Nc1ccc(OC)cc1	i	11.5	i	0.1	i	i	i	i	i	i	i
28	CCOc1cc(S(=O)(=O)N2CCN=C2Cc2ccccc2)ccc1F	i	15.8	i	-1.0	i	i	i	i	i	i	i
29	O=C1C2C3C=CC(C3)C2C(=O)N1c1ccccc1 (stereo unspecified)	i	0.7	i	0.6	i	i	i	i	i	i	i
30	CC(C)c1nc(CN(C)C(=O)N[C@H](C(=O)N[C@@H](Cc2ccccc2)C[C@H](O)[C@H](Cc2ccccc2)NC(=O)OCc2cncs2)C(C)C)cs1	i	20.7	i	-0.2	i	i	i	i	i	i	i
31	CCn1cnc2scc(-c3ccccc3)c2c1=O	i	-0.4	i	-0.1	i	i	i	i	i	i	i
32	Cn1ncc(N2CCN(C(=O)c3ccc(Cl)cc3)CC2)c(Cl)c1=O	i	3.9	i	-0.1	i	i	i	i	i	i	i
33	COC(=O)Nc1sc2nc(C)cc(C)c2c1-n1cccc1	i	10.5	i	-0.7	i	i	i	i	i	i	i
34	COc1cccc(NC(C)(C)c2nnnn2-c2c(C)cccc2C)c1	i	5.0	i	-0.3	i	i	i	i	i	i	i
35	C=CCOC(=O)C1=C(C)NC(SCC(=O)Nc2nccs2)=C(C#N)C1c1cccs1 (stereo unspecified)	i	33.8	i	-0.4	i	i	i	i	i	i	i
36	COC(=O)c1ccc(Cn2nc([N+](=O)[O-])c(Br)c2C)cc1	i	3.0	i	-0.3	i	i	i	i	i	i	i
37	CC(C)Oc1ccc(CC2CCC(=O)N(C)C2=O)cc1 (stereo unspecified)	i	14.5	i	.	i	i	i	i	i	i	i
38	Cc1ccc(C(=O)CCC(=O)N2CCC(C(N)=O)CC2)cc1	i	4.9	i	0.4	i	i	i	i	i	i	i
39	CN1C(CC(=O)Nc2ccc(Br)cc2)c2ccccc2CC1(C)C (stereo unspecified)	i	-5.1	109*	-0.2	i	i	i	i	i	-5.82*	i
40	CC1(C)C=C2C(=NN(c3ccccc3)C(N)=C2C#N)CO1	i	38.7	i	0.1	i	i	i	i	i	i	i
41	CCOC(=O)C1CCCN(C(=O)c2ccc3nc(-c4ccc(OC)c(OC)c4)c(-c4ccc(OC)c(OC)c4)nc3c2)C1 (stereo unspecified)	i	23.2	i	-0.7	i	i	i	i	i	i	i
42	CC(=O)Cn1cnc2c(cnn2-c2ccc(C)c(C)c2)c1=O	i	32.3	i	-8.4	i	i	i	i	i	i	i
43	Cc1nn(-c2ccc(N3CCCCC3)nn2)c(C)c1CCC(=O)Nc1ccccc1F	i	15.1	i	-0.1	i	i	i	i	i	i	i
44	Oc1csc(Cc2nc(-c3ccc(Br)cc3)cs2)n1	i	7.5	i	3.0	i	i	i	i	i	i	i
45	Cc1cc2oc(C(=O)NCc3ccccc3)cc(=O)c2cc1C	i	20.9	i	-0.4	i	i	i	i	i	i	i
46	COc1cccc(-c2nc(-c3ccccn3)no2)c1OC	i	19.6	i	1.8	i	i	i	i	i	i	i
47	Cc1nc(C)c(-c2csc(Nc3ccc(C(=O)O)c(O)c3)n2)s1	i	14.6	i	-0.1	i	i	i	i	i	i	i
48	Cc1cccc(C)c1NC(=O)c1c(O)c2ccccc2[nH]c1=O	i	30.4	i	1.1	i	i	i	i	i	i	i
49	CCCNC(=O)NC(=O)COc1c(F)c(F)cc(F)c1F	i	18.3	i	-0.2	i	i	i	i	i	i	i
50	COc1c(/C=N/Nc2ccc([N+](=O)[O-])cc2[N+](=O)[O-])c(C)nn1-c1ccccc1	i	2.5	i	-0.4	i	i	i	i	i	i	i

# (continued)
no.	structure	TRPC6 inhibitor	AI-2 QS mod	TRPC4 act	HIF activator	TRPC4 PAM	TRPC6 act	MrgX1 allo act	TRPC4 inh	MrgX1 ag	MrgX1 antagonist	PolyA inh
51	Cn1c(=O)c2c(nc(N3CCCCCC3)n2CC(O)COc2ccc(Cl)cc2)n(C)c1=O (stereo unspecified)	i	16.8	i	-0.2	i	i	i	i	i	i	i
52	CN(C(=O)c1ccccc1Cl)c1ccccc1C(=O)NCCc1ccccc1	i	1.4	i	-0.4	i	i	i	i	i	i	i
53	COc1ccc(C2CC(=O)C3=C(C2)Nc2ncnn2C3c2ccccc2)cc1 (stereo unspecified)	i	12.4	i	-0.3	i	i	i	i	i	i	i
54	COCc1c(C(=O)OCC(=O)c2c(N)n(CC(C)C)c(=O)n(C)c2=O)oc2ccccc12	i	33.5	i	0.3	i	i	i	i	i	i	i
55	COc1ccc(-n2nc3c(c2NC(=O)COc2ccccc2)CS(=O)C3)cc1 (stereo unspecified)	i	27.1	i	-0.2	i	i	i	i	i	i	i
56	COc1cc(-c2n[nH]c(=O)o2)cc(OC)c1OC	i	29.4	i	0.1	i	i	i	i	i	i	i
57	CCOC(=O)c1nn(-c2ccc(C)c(C)c2)c(=O)c2c(N)scc12	i	28.2	i	-0.1	i	i	i	i	i	i	i
58	O=C(CS(=O)(=O)c1ccc(F)cc1)Nc1nccs1	i	27.2	i	-0.4	i	i	i	i	i	i	i
59	COc1ccc(NS(=O)(=O)c2cccc(NC(=O)c3ccc(Cl)nc3)c2)cc1	i	14.2	i	0.3	i	i	i	i	i	i	i
60	Cc1ccc(/C=N/NC(=O)c2cccc(S(=O)(=O)Nc3ccccc3Cl)c2)o1	i	35.0	i	-0.6	i	i	13.2*	i	i	i	i
61	CN(c1ccccc1)S(=O)(=O)c1cccc(NC(=O)COC(=O)C2CCCCC2)c1	i	18.2	i	-0.2	i	i	i	i	i	i	i
62	Cc1ccc(NC(=O)NCc2ccc3c(c2)OCO3)cc1	i	-30.1	i	1.2	i	i	i	i	i	i	i
63	O=C(OCc1cccc([N+](=O)[O-])c1)c1cccnc1	i	16.1	i	0.0	i	i	i	i	i	i	i

# An excerpt; rates above refer to the full screens.
